Screening data deposited in PubChem by several laboratories.
ABHD5 PLIN5 PPI: ABHD5-PLIN5 interaction inhibitors, primary screen, cell lysate, split luciferase complementation, luminescence | Perilipin-5 (Homo sapiens) + 1-acylglycerol-3-phosphate O-acyltransferase ABHD5 (Homo … | actives 0.78% (n = 360,000) | inhibition, % at 4 µM | Split G. princeps luciferase complementation, 4 h;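 active = inhibition above the mean inhibition across every tested compound plus 3 SD, cut at about 22% in these data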;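 also: 0% = DMSO only wells and the 100% control is not disclosed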
iPSC survival up: enhancers of single-cell hiPSC survival, primary screen, ATPlite luminescence; 100% = ROCK inhibitor wells, 0% = DMSO; survival enhancement, % at 20 µM; actives 0.044% (n = 360,000); in the data active = survival enhancement above about 18%;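 also: cells exposed to compounds for 16 hours before the ATP read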
MC4R antagonist: MC4R antagonists of cAMP signaling, primary screen, cell-based, TR-FRET, antagonist arm of biased-ligand search; Melanocortin receptor 4 (Homo sapiens), P32245; actives 0.48% (n = 360,000); inhibition, % at 6.5 µM; AID 540295, 2011; MC4R-expressing cells, MTII-stimulated cAMP, LANCE TR-FRET;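 active = inhibition above its plate's cutoff, the mean of tested wells on that plate plus 3 SD, cut at about 29% in these data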;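 also: 0% = Melanotan II alone and 100% = Melanotan II plus saturating MCL0020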
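Material: U2OS-MC4R stable cell line | Reagent: Melanotan II challenge after compound preincubation | Doses: One concentration, 6.5 µM nominal | Incubation: 30-min compound preincubation, 1-h Melanotan II challenge, 1-h detection, room temperature | Signal: TR-FRET cAMP assay | Replicates: One well per compound, no replicates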
aDG glyco up: activators of alpha-DG glycosylation, primary screen, uHTS, Pro5-aDG cells, AlphaScreen; alpha-DG glycosylation AlphaScreen (IIH6); 0% Pro5, 100% B10-LARGE cell signal; actives 0.22% (n = 360,000); activation, % at 10 µM;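 active = activation of at least 8% versus controls, or a plate z-score of at least 8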;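 also: Pro5 are CHO cells carrying HIG-tagged alpha-DG that lacks glycosylation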
Cardio protect: cardioprotection against H2O2-induced cell death, primary screen, uHTS, H9c2 cells, ATPLite luminescence. H9c2 cardiomyocytes, H2O2 injury protection, 2 h. protection from H2O2 cell death, % at 20 µM. actives 0.63% (n = 360,000). AID 588492, 2011;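 active = compounds giving at least 50% protection of heart cells from peroxide-induced death in the single-dose screen, raw or plate-pattern-corrected value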;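 also: 0% = DMSO wells with peroxide and 100% = DMSO wells without peroxide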
Exocytosis inh: LAMP-1 surface exposure blockers, TALL-104 cells – cell-based, flow cytometry, MLPCN library, primary screen | inhibition, % at 10 µM | actives 0.66% (n = 360,000) | TALL-104 LAMP-1 surface exposure; cells stimulated with thapsigargin and PMA;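 active = inhibition above about 55%, limit read from the data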
MC4R barr agon: MC4R agonists recruiting beta-arrestin, primary screen, cell-based, luminescence, agonist arm of biased-ligand search | U2OS MC4R beta-arrestin complementation; percent of melanotan II response, DMSO zero | actives 0.98% (n = 360,000) | AID 540308, 2011 | Melanocortin receptor 4 (Homo sapiens), P32245 | activation, % at 8.9 µM;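 active = activation above a per-plate cutoff, the mean activation of sample wells on that plate plus 3 SD, cut at about 8% in these data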
N-glyco inh: increase of ERlucT glycosylation luciferase signal, primary screen, N-linked glycosylation inhibitor project, D54 ERlucT cells, luminescence, set 2; D54 ERlucT glycosylation luciferase reporter, 24 h; percent of 100 nM tunicamycin response; reporter increase, % at 12.5 µM; actives 0.23% (n = 360,000);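 active = mean luciferase reporter signal, scaled so untreated is 0 and the glycosylation-blocking control 100, at or above a set limit in every replicate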;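 also: luciferase carries N-glycosylation sites so blocking glycosylation raises the light; 0% = median of neutral control wells and 100% = median of 100 nM tunicamycin wells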
ABCB6 inh MLPCN: ABCB6 transporter inhibitors, primary screen, K562-ABCB6 cells, flow cytometry, MLPCN library; ATP-binding cassette sub-family B member 6 (Homo sapiens), Q9NP58; K562-ABCB6 porphyrin accumulation, 1 h; active compounds read low; fluorescence ratio to DMSO, % at 10 µM; actives 0.19% (n = 360,000); AID 602162, 2011;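 active = fluorescence ratio to DMSO below 75%, the collection mean minus 3 SD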;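 also: signal is porphyrin accumulated inside mitochondria; 100% equals median channel fluorescence of DMSO control wells; lower ratio means ABCB6 inhibition with less porphyrin fluorescence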
Target sequence (Q9NP58 whole entry, looked up): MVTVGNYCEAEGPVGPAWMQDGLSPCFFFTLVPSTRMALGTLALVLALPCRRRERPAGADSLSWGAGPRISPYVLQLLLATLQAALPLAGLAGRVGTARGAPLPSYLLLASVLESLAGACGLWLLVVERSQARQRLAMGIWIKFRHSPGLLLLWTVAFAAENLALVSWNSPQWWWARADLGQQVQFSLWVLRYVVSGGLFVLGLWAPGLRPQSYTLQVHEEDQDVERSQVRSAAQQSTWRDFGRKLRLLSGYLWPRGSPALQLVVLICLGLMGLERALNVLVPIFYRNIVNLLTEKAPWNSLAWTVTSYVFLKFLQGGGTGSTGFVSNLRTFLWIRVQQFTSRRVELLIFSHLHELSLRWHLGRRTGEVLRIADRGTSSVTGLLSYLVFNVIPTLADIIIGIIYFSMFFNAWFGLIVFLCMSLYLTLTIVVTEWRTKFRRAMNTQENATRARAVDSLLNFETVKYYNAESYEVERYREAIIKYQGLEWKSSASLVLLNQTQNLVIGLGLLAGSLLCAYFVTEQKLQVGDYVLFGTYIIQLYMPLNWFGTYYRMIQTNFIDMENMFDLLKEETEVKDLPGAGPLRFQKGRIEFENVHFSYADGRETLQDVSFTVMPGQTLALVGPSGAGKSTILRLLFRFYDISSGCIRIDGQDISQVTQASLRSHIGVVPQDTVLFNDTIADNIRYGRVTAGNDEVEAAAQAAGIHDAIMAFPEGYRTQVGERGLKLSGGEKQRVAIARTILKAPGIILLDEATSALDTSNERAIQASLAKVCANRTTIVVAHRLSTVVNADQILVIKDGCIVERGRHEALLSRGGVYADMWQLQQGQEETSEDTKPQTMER
HTR2A ag: mouse Htr2a agonists via beta-arrestin recruitment, primary screen, cell-based, luminescence. CHO-K1 mHTR2A beta-arrestin complementation; percent of 30 µM serotonin response. actives 0.66% (n = 360,000). activation, % at 7.6 µM;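 active = activation above a run cutoff, the mean activation of all tested compounds plus 3 SD, cut at about 14% in these data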;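 also: 0% = plate median of compound wells and 100% = 30 µM serotonin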
* hit, by the source's call; . = no result given.

SMILES | ABHD5 PLIN5 PPI | iPSC survival up | MC4R antagonist | aDG glyco up | Cardio protect | Exocytosis inh | MC4R barr agon | N-glyco inh | ABCB6 inh MLPCN | HTR2A ag
CCN1CCN(CCCNC(=O)c2cn(CCOC)c(=O)c3c2c2ccccc2n3C)CC1 | -4 | -3.4 | 0 | -0.1 | 6 | -1 | -2.3 | -2 | 106 | 0
S=c1nc(-c2cc(Cl)ccc2Cl)[nH][nH]1 | -6 | -0.7 | 16 | -0.4 | -3 | -3 | 0.7 | 3 | 97 | 6
CCn1cc(CNC(=O)c2cc(COc3ccc(F)cc3Cl)on2)cn1 | -2 | 0.5 | 3 | 1.0 | -12 | -2 | -1.7 | 1 | 85 | -8
COc1cc(NC(=O)CSc2nc3ccccc3cc2C)c(C(=O)O)cc1OC | 0 | 0.2 | 9 | 0.0 | 18 | 6 | -0.8 | 2 | 100 | -1
COc1cc(C(C)=O)ccc1OCC(O)CN1CCN(c2c(C)cccc2C)CC1 (stereo not drawn) | 0 | -0.6 | 0 | 0.2 | -3 | -2 | -2.4 | -1 | 96 | -10
Cn1c(=O)c2c(Nc3ccc(F)cc3)cc(=O)n(-c3ccccc3)c2n(C)c1=O | 4 | -0.1 | 2 | -0.2 | -3 | -2 | -0.6 | 2 | 96 | 2
COc1ccc(C2=Nc3ccccc3N(C(=O)c3cnccn3)C2C(=O)NC2CCCC2)cc1 (stereo not drawn) | -4 | . | . | -0.2 | . | 0 | . | . | . | 1
CCCc1nc2ccc(C)cn2c1Cc1ccsc1 | -1 | -0.6 | . | -0.3 | -2 | -4 | . | -2 | 103 | 6
Cc1ccc(N(CC(=O)NC2CCCC2)C(=O)CNC(=O)c2cccs2)c(C)c1 | 4 | 0.1 | 9 | -0.1 | 2 | 3 | 2.5 | -3 | 103 | -9
CC(C)(C)OC(=O)NCCCCCNC(=O)c1[nH]cnc1C(=O)N[C@@H](CCCCNC(=O)OC(C)(C)C)C(=O)OC(C)(C)C | 2 | -5.0 | 7 | -0.7 | 5 | -2 | 1.5 | -2 | 67* | 3
COc1ccc(/C=C/c2nnc(NC(=O)CSc3ccc(C)cc3)s2)cc1 | -3 | -0.3 | 5 | 0.2 | -11 | 1 | 3.3 | -11 | 102 | 8
Cc1ccc(NC(=O)Cn2c([N+](=O)[O-])cnc2C)cc1Cl | -14 | 1.6 | 19 | 0.0 | 1 | -7 | 0.8 | 4 | 93 | -5
CCC(=O)c1ccc(OCC(=O)Nc2ccccc2N2CCOCC2)cc1 | 7 | 0.4 | 9 | 0.1 | -10 | -4 | -2.6 | 3 | 95 | -6
CC(=O)NC(=S)Nc1ccccc1F | -3 | -0.8 | 26 | -0.2 | -2 | -5 | 0.5 | -1 | 101 | 6
O=C(COc1ccc2cc(Br)ccc2c1)N1CCOCC1 | 4 | -2.0 | 7 | 0.3 | 1 | 2 | 0.3 | -2 | 98 | 2
c1ccc(N2CCN(Cc3cn4cccnc4n3)CC2)cc1 | 6 | -0.9 | -3 | 0.5 | 3 | -3 | -0.9 | 0 | 99 | 6
COc1cc(C(=O)NCC(=O)OCC(=O)N2CCc3ccccc32)cc(OC)c1OC | 8 | -0.3 | -3 | 1.9 | 6 | 1 | 1.2 | 2 | 82 | 8
CCOc1cnn(-c2ccccc2)c(=O)c1Cl | -3 | 58* | 3 | 0.1 | -5 | -6 | -1.6 | 0 | 99 | -2
Cc1ccc(S(=O)(=O)N(C)c2ccc(C(=O)Nc3ccccc3C(=O)N3CCOCC3)cc2)cc1 | 11 | 1.0 | 2 | -0.8 | 3 | 12 | 2.3 | 0 | 108 | -4
Cc1cn([C@H]2C[C@H](O)[C@@H](COS(=O)(=O)O)O2)c(=O)[nH]c1=O | 3 | -1.9 | -8 | 0.3 | -5 | -12 | 0.0 | 1 | 90 | -1
O=C(CC12CC3CC(CC(C3)C1)C2)Nc1ccccc1N1CCOCC1 | 5 | -1.4 | -7 | -0.1 | -5 | 3 | -0.8 | -1 | 98 | 2
COc1cccc(NC(=O)CCN2C(=O)c3cccc([N+](=O)[O-])c3C2=O)c1 | 10 | -0.6 | 37* | 0.1 | -1 | -9 | -1.5 | 3 | 100 | -7
CCc1ccccc1NC(=O)Nc1cccs1 | -7 | -1.8 | 17 | -0.1 | -2 | 4 | 1.8 | 2 | 101 | 4
O=C1NC(=S)N/C1=C/c1cccnc1 | -1 | -0.7 | -13 | 0.2 | 3 | 7 | -0.8 | -9 | 98 | 2
CC(C(=O)N1CCCC1)N1CCN(S(=O)(=O)c2ccc(OC(F)(F)F)cc2)CC1 (stereo not drawn) | 18 | -0.5 | 7 | 0.1 | 0 | 10 | 1.1 | -1 | 100 | -8
Cc1ccccc1-c1nc(CS(=O)(=O)CC(=O)NCCCN2CCCC2=O)c(C)o1 | -1 | 1.1 | 0 | -0.1 | -10 | -2 | -1.6 | -2 | 104 | 3
O=C(CCC(=O)Nc1ccccc1)N/N=C/C=C/c1ccccc1 | -3 | -0.5 | 10 | 0.2 | 0 | -7 | -1.8 | 1 | 95 | 1
COc1ccc(-c2noc(C3CCCN(C(=O)c4cccc(C)c4)C3)n2)cc1 (stereo not drawn) | 3 | -0.3 | 1 | 0.3 | -3 | 1 | -1.6 | -2 | 96 | -2
CN(C)C(=S)Nc1cccc(C(F)(F)F)c1 | -5 | 0.2 | 1 | -0.1 | 6 | 1 | -0.6 | 3 | 95 | 6
CCOCCCNc1nc2c(c(=O)n(C)c(=O)n2C)n1CCCc1ccccc1 | 7 | 0.3 | 16 | -0.2 | 32 | -3 | -0.4 | -1 | 107 | -3
Cc1c(C(=O)N2CCCC2)oc2c1-c1[nH]ncc1CC2 | -7 | -0.5 | 5 | -0.2 | -2 | 0 | -0.6 | -1 | 98 | -3
COC(=O)c1cc2sccc2n1CC(=O)Nc1cc(OC)cc(OC)c1 | -2 | 1.4 | -3 | 0.0 | -6 | -3 | 0.4 | -2 | 102 | 0
Cc1cc(F)ccc1S(=O)(=O)N1CCCOC1CNC(=O)C(=O)NCCCN1CCOCC1 (stereo not drawn) | 4 | 0.6 | -7 | 0.0 | 4 | 2 | -3.3 | 1 | 96 | 5
CNC(=O)COc1ccccc1C(=O)Nc1ccc2c(c1)oc1ccccc12 | 6 | -3.0 | 10 | 0.0 | -6 | 5 | 1.6 | -2 | 93 | -4
O=C(CC1(CC(=O)N2CCOCC2)CCCC1)Nc1ccc(F)cc1 | 5 | -1.0 | 0 | 0.1 | 0 | 0 | -1.4 | 3 | 102 | -3
Cc1[nH]n(-c2ccccc2)c(=O)c1N=Nc1ccc(C(N)=O)cc1 | -2 | 0.3 | -5 | -0.2 | 3 | -2 | -0.2 | -1 | 99 | -6
O=C1NC2(CCCCO2)CO1 (stereo not drawn) | -7 | -1.5 | -6 | -0.2 | 0 | -4 | -0.2 | 2 | 94 | 7
O=C(COC(=O)c1ccc(O)cc1O)NC(=O)c1ccccc1 | -3 | 0.6 | -2 | 0.0 | 9 | -8 | -4.0 | -2 | 99 | -2
CCOC(=O)c1c(N)sc2c(NC(C)=O)cccc12 | 0 | 0.1 | -2 | -0.1 | -2 | -3 | -2.2 | 1 | 101 | 0
Cc1oc(/N=C/c2ccc(F)cc2)c(C#N)c1C | 6 | 1.4 | 7 | -0.2 | -4 | 9 | -0.8 | 0 | 100 | 2

One compound at a time, from the list above:
`CNC(=O)COc1ccccc1C(=O)Nc1ccc2c(c1)oc1ccccc12` reads ABHD5 PLIN5 PPI = 6; iPSC survival up = -3.0; MC4R antagonist = 10; aDG glyco up = 0.0; Cardio protect = -6; Exocytosis inh = 5; MC4R barr agon = 1.6; N-glyco inh = -2; ABCB6 inh MLPCN = 93; HTR2A ag = -4
`O=C1NC2(CCCCO2)CO1` (stereo not drawn) reads ABHD5 PLIN5 PPI = -7; iPSC survival up = -1.5; MC4R antagonist = -6; aDG glyco up = -0.2; Cardio protect = 0; Exocytosis inh = -4; MC4R barr agon = -0.2; N-glyco inh = 2; ABCB6 inh MLPCN = 94; HTR2A ag = 7

(further entries)
SMILES | ABHD5 PLIN5 PPI | iPSC survival up | MC4R antagonist | aDG glyco up | Cardio protect | Exocytosis inh | MC4R barr agon | N-glyco inh | ABCB6 inh MLPCN | HTR2A ag
Cc1ccc(S(=O)(=O)CCC(=O)OCC(=O)c2cc(C)n(C)c2C)cc1 | -15 | -0.4 | -6 | 0.0 | -3 | -2 | -0.7 | 1 | 91 | -4
C=CCN(CC=C)Cc1nc(N)nc(Nc2ccccc2C)n1 | 1 | 0.6 | 2 | -0.1 | 0 | -4 | -3.0 | 2 | 102 | -3
Nc1c(Cl)cc(C(=O)NC2CC2)cc1Cl | 0 | -0.7 | -7 | 1.7 | 2 | -13 | -0.9 | -1 | 100 | 11
COc1ccc(COC(=O)c2cccc(S(=O)(=O)N3CCN(C(C)=O)CC3)c2)cc1 | 3 | -0.4 | -8 | 0.2 | -10 | -6 | -2.0 | -1 | 97 | 4
CC1(C)CC(=O)C=C(c2ccc(COC(=O)C3CC3)cc2)C1=O | 2 | 0.1 | 6 | -0.1 | -5 | 3 | -0.3 | 2 | 99 | 4
CCN1c2ccccc2-c2nc3ccccc3n2C1c1cccs1 (stereo not drawn) | -3 | -0.5 | 5 | 0.6 | -8 | -6 | 0.1 | -5 | 91 | -5
COc1ccc(/C=C(\C#N)C(=O)Nc2ccccn2)cc1 | -2 | 0.4 | 12 | 0.0 | -10 | -5 | -0.6 | 1 | 98 | 7
CCOC(=O)c1cccc(NC(=O)CSc2nc3cccnc3n2C)c1 | 4 | 3.0 | 1 | 1.5 | -21 | 4 | 0.4 | -2 | 82 | 4
O=C(Cc1cccs1)NCc1cccs1 | 0 | -1.1 | 10 | -0.1 | -1 | 3 | -0.6 | 4 | 103 | 0
COc1ccccc1NS(=O)(=O)c1ccc2c(c1)CCN2C(=O)CCC(=O)O | -6 | -0.1 | 6 | 0.1 | 8 | -1 | 0.3 | 3 | 95 | 1
O=C(CC(Sc1ccc(Br)cc1)C(=O)O)c1ccc(F)cc1 (stereo not drawn) | 66* | -0.2 | -2 | 0.0 | 1 | 69* | -0.5 | 0 | 91 | 0
CC(=O)c1cccc(NC(=O)C(NC(C)C)c2ccccc2)c1 (stereo not drawn) | 6 | -1.5 | 6 | -0.2 | 1 | 3 | -4.1 | -1 | 98 | 3
CN(C)CC1CCCCC1OC(=O)c1ccc(Cl)cc1Cl (stereo not drawn) | 8 | 2.0 | 24 | 0.3 | 9 | 30 | 2.7 | 1 | 105 | -2
CCN(CC)c1ccc(C=Nc2cc(C)cc(C)c2)c(O)c1 | -9 | 0.0 | 0 | -0.1 | 7 | -5 | -1.7 | 0 | 97 | 0

Outcome played no part in choosing rows; 4.5% or so of the library scored in one or more.
